N370S GC = inhibitors or activators of N370S glucocerebrosidase for Gaucher disease. 0.092% of 330,000 active. Potency, µM (doses to about 59.4 µM), without a hit: at the top dose activity change, negative = inhibition, hits mostly inhibitors. N370S GC spleen homogenate, 4MU-glucoside fluorescence. P04062;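 also: 0% = full enzyme activity and -100% = no enzyme basal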
FEN1 inh = human FEN1 inhibition | P39748 | Recombinant FEN1 flap cleavage, fluorescence, 15 min | Potency, µM (series often up to 114 µM), for inactives: at the top dose activity change, negative = inhibition, actives largely listed as inhibitors | 0.35% of 390,000 active | AID 588795; also: nearly all actives have a fitted effect of over 65% in size
Target sequence (P39748 whole entry, looked up): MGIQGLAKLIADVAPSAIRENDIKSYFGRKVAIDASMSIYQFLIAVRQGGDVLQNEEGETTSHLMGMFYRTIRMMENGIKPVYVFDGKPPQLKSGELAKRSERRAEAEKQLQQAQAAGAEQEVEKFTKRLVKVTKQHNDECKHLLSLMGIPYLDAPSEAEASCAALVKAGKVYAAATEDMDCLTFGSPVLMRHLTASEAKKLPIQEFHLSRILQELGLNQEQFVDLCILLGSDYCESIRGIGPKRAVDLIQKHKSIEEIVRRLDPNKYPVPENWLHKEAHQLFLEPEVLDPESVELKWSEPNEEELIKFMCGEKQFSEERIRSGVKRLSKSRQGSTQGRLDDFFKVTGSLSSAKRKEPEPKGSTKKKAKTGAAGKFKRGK
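Recombinant FEN1 (10 nM) was preincubated with pin-transferred compounds for 15 min at room temperature, then flap DNA substrate (50 nM final) was added. Plates were read at 0 and 15 min, and normalized concentration–response data were fitted to a four-parameter Hill equation.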
KAT2A inh = inhibitors of human GCN5L2 histone acetyltransferase; Q92830; GCN5L2 HAT assay, ThioGlo1 CoA-SH fluorescence; Potency, µM (highest dose often 58.9 µM), for the others: at the highest dose activity change, negative = inhibition, actives largely listed as inhibitors; 0.21% of 390,000 active
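Free CoA generated was detected with ThioGlo1 (50uM) fluorescence at Ex340nm/Em540nm, read immediately and after 20 min at room temperature. Enzyme, 20 nM in HEPES pH 7.5 buffer, saw compounds 15 min before adding 75uM H3(1-25) peptide and 70uM acetyl-CoA.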
* marks the source's active call; other numbers are inactive results; u = inconclusive; x = not tested or not shown; & = joins results of further samples; [ ] = remark or other dose. Calls follow the shape of the dose curve; as a rule, active = well fitted curve in the direction sought with a large enough effect; inconclusive = small, poorly fitted or top-dose-only effect, or another doubt; inactive = no such curve, though single readings can be large; an effect the other way counts as inactive or inconclusive. Unless noted, % is scaled to controls: 0 for no effect and ±100 for the full control effect; potency is read from the fitted curve at half-maximal effect.

mol	N370S GC	FEN1 inh	KAT2A inh
CCN(CC)S(=O)(=O)c1ccc(N2C(=O)CC2(/C=C/c2ccccc2)C(=O)NC2CCCC2)cc1 (centres undefined)	-8%	-9%	-8%
COc1cc(CNc2nc3ccccc3[nH]2)cc(OC)c1OC	-18%	0%	1%
Cc1ccc(Cn2c(=O)c3c(nc4n3CCN4c3cc(C)cc(C)c3)n(C)c2=O)cc1	x	1%	-12%
Cc1cccc(NS(=O)(=O)c2cc3c(cc2C)n(C)c(=O)c(=O)n3C)c1	-4%	-4%	0%
Cc1ccc(NS(=O)(=O)c2ccc(C(=O)N3CCCCCCC3)cc2)cc1	-1%	-12%	-1%
O=C(COC(=O)c1ccc(OC(F)(F)F)cc1)NCCN1C(=O)CSC1=O	x	-3%	-8%
CCCCC1=NN2C(=N)CC(=O)N=C2S1	1%	14%	-14%
Cc1cccc(NC(=O)c2sc(-n3nc(C)c(Cc4ccc5c(c4)OCO5)c3C)nc2C)c1C	x	-2%	2%
CCNC(=O)c1sc(=S)n(-c2ccc(C)cc2)c1N	20%	-11%	-2%
C(=N\Nc1nc2ccccc2[nH]1)/C1CCCCC1	-27%	-12%	-9%
CCNCC(=O)N1c2ccccc2CCc2ccc(NC(=O)OC(C)C)cc21	-10%	-4%	4%
COc1ccc(-c2[nH]ncc2CN2CCN(C(=O)c3cccs3)CC2)c(F)c1	2%	4%	-30%
CCn1ccnc1CNC(=O)CC1C(=O)NCCN1Cc1ccc(OC)cc1OC (centres undefined)	7%	19%	30%[activator]
N/C(=N\OC(=O)Cc1ccccc1)c1ccccc1Cl	21%	-15%	2%
Cn1c(=O)[nH]c(=O)c2c1nc(N1CCCCC1)n2CCOc1ccccc1	-12%	-5%	-5%
Cc1ccn2c(=O)nc(SCC(=O)Nc3ccc4c(c3)OCCO4)nc2c1	-1%	4%	-6%
O=S(=O)(c1ccccc1)N1N=C(c2ccccc2)CC1c1ccccc1F (centres undefined)	-1%	5%	-8%
COc1ccc(CNC(=O)Cn2cnc3c(OCc4ccccc4)ncnc32)cc1	x	10%	1%
CCCCN(C(=N)N1CCCCC1)c1nc(C)c([N+](=O)[O-])c(=O)[nH]1	-2%	-5%	-2%
CCN(CC)c1ccc(/C=C2\SC(=O)N(C(C)C)C2=O)o1	-27%	4%	-11%

Later entries:
mol	N370S GC	FEN1 inh	KAT2A inh
COc1ccc(-c2nn(-c3ccccc3)cc2/C=C2/SC(=S)N(CCCC(=O)O)C2=O)c(C)c1	-3%	u	u
O=C(COC(=O)c1ccc(F)cc1F)NC1CC1	4%	0%	2%
CCc1ccc(N(C(=O)Cc2cccs2)C(C(=O)NC2CCCCC2)c2cn(C)nc2C)cc1 (centres undefined)	-28%	12%	1%
COc1ccc(CNC(=O)CN(C)S(=O)(=O)c2ccc3[nH]c4c(c3c2)CCCC4)cc1	x	-17%	-13%
CN(C)c1nc(NN)nc(Nc2ccc(F)cc2)n1	-27%	-2%	-2%
C/C(=N\Nc1ccc(S(=O)(=O)N2CCCCC2)cn1)c1ccc(O)cc1	x	-21%	-16%
O=C(Nc1cccc(F)c1)N1CCCCCC1	1%	-9%	-3%
N#Cc1ccccc1NCc1ccccc1	-3%	-4%	-10%
COc1ccc(NC(=S)N/C(=N/CS(=O)(=O)c2ccccc2)c2ccccc2)cc1	-11%	-14%	2%
COc1ccccc1NS(=O)(=O)c1cccc(C(=O)N/N=C(\C)c2ccc3c(c2)OCCO3)c1	2%	-3%	-6%
Cn1cccc1Cc1nnc(SCC(=O)Nc2ccccc2F)n1-c1ccc(F)cc1	-10%	15%	2%
COc1ccccc1-c1c(C#N)c(N)nc2c1CCC2	12%	-1%	1%
Cc1ccc(CSc2nnc(SCC(=O)N/N=C/c3c(C)nn(-c4ccccc4)c3C)s2)cc1	1%	-3%	-4%
COc1c(F)c(F)c(C(=O)Nc2ccccc2N2CCN(C(=O)C(C)C)CC2)c(F)c1F	5%	-3%	-3%
COc1ccc(CCN(C(=O)c2cccc(F)c2)C2CC(=O)N(c3ccccc3)C2=O)cc1 (centres undefined)	-9%	-11%	-6%
COc1ccc(CN2CCNC(=O)C2CC(=O)NCc2csc(C)n2)c(F)c1 (centres undefined)	1%	17%	-2%
CC(C)c1nc(SCC(=O)NC2CCCCC2)c2ccccc2n1	-5%	-4%	-5%
CCOc1ccc(N(C(=O)c2ccc(Cl)cc2)S(=O)(=O)c2ccc3c(c2)n(C)c(=O)n3C)cc1	x	-9%	-2%
COC(=O)c1c(C)oc(C)c1S(=O)(=O)NC(C)(C)C	-14%	1%	1%
CCC(=O)NC1CCc2cccc(OC)c2C1 (centres undefined)	4%	x	0%

The listing continues:
mol	N370S GC	FEN1 inh	KAT2A inh
CC1(C)CC(=O)C(C(c2cccnc2)C2C(=O)CC(C)(C)CC2=O)C(=O)C1	4%	0%	-7%
CCN1C(=O)/C(=C/c2ccc(C)s2)SC1=Nc1ccc(OC)cc1	22%	-1%	-15%
CCOC(=O)c1cc(-c2ccccc2)sc1NC(=O)c1ccc(OC)c(OC)c1	-9%	-4%	33%[activator]
Cc1ccc(CCNC(=O)c2ccc3c(c2)N(Cc2ccccc2F)C(=O)c2ccccc2S3=O)cc1 (centres undefined)	x	-2%	-3%
COCCCNC(=O)c1cc(C(=O)c2c(-c3c(Cl)cccc3Cl)noc2C)c[nH]1	0%	5%	1%
COc1ccc(C(=O)Nc2nnc(S(=O)(=O)N3CCCc4ccccc43)s2)cc1	x	-4%	-16%
Clc1ccc(CSc2nnc(Cn3cnc4ccccc43)o2)cc1	9%	9%	2%
CCCCCn1c(=O)[nH]c2cc(C(=O)N3CCN(c4cc(Cl)ccc4C)CC3)ccc2c1=O	x	-1%	-5%
O=C(N/N=C/c1ccccc1Cl)c1ccc(F)cc1	2%	-15%	1%
Cc1ccc(S(=O)(=O)N(C)C)cc1NC(=S)NC12CC3CC(CC(C3)C1)C2	19%	-6%	4%
Cn1c(=O)c2ccccc2n2c(CCl)nnc12	-7%	0%	-5%
O=C(O)CCC(=NNC(=O)c1cccc(S(=O)(=O)N2CCCCC2)c1)c1ccccc1	x	20%	-5%
Cc1ccc(NC(=O)c2cc(S(=O)(=O)N3CCOCC3)cn2C)cc1F	-3%	1%	-14%
O=C(NC1CCCC1)c1ccc(CSc2nc3cccnc3n2Cc2cccc(F)c2)cc1	x	2%	2%
CCCCCNC(=O)c1ccc2c(=O)n(CCOC)c(=O)[nH]c2c1	21%	5%	0%
Cc1ccc(S(=O)(=O)N2CCN(C(=O)C(C)Cn3cncn3)CC2)cc1C (centres undefined)	-2%	5%	-1%
COc1cccc(C(C(=O)NC(C)(C)C)N(Cc2ccc(F)cc2)C(=O)CCC(=O)Nc2cc(C)on2)c1OC (centres undefined)	-5%	-2%	-4%
COc1ccc(NC(=O)c2ccccn2)cc1S(=O)(=O)N1CCOCC1	-8%	12%	-3%
Cc1cccc(Nc2c([N+](=O)[O-])ccc3nonc23)c1C	-6%	-14%	-1%
O=C(CCn1ccc2cc(S(=O)(=O)N3CCCC3)ccc21)NCc1ccccc1F	u	-13%&-4%	-20%&-2%

(next part)
mol	N370S GC	FEN1 inh	KAT2A inh
CSc1ncccc1C(=O)OCC(=O)NC1CCC(C)CC1 (centres undefined)	x	-4%	1%
Cc1cc(N2C(=O)C(O)=C(C(=O)c3cc4ccccc4o3)C2c2ccc([N+](=O)[O-])cc2)no1 (centres undefined)	-2%	-9%	u
Cc1ccc(S(=O)(=O)N(CCCN2CCCC2=O)Cc2cc3c(C)ccc(C)c3[nH]c2=O)cc1	-18%	5%	-14%
COc1cccc(N2CCN(CC(=O)c3c(C)[nH]c4ccccc34)CC2)c1	x	-3%	-7%
NNC(=O)CN1CCCc2ccccc21	-9%	-1%	0%
CCCN(CCC)S(=O)(=O)c1ccc(C(=O)N2CC3CCC(CC3)C2)cc1	3%	0%	-1%
CC(C(=O)OCC(=O)c1cccc([N+](=O)[O-])c1)N1C(=O)C2C3CCC(C3)C2C1=O (centres undefined)	17%	-1%	-2%
CC(=O)[C@@H]1[C@@H](C(=O)c2ccccc2)[C@]2(C(=O)Nc3ccccc32)[C@H]2C=Cc3cc(F)ccc3N12	-16%	-4%	-4%
CN1CCN(Cc2nc3ccccc3c(=O)n2Cc2nc(-c3ccc4ccccc4c3)cs2)CC1	11µM*	2%&7%	-8%
CN(C)C(=O)COn1c(SCC(=O)N(C)C)nc2ccccc2c1=O	7%	5%	-19%
COc1ccc(S(=O)(=O)N2CCN(C)CC2)cc1C(=O)Nc1ccccc1	-9%	-7%	-6%
COc1cc(OC)cc(-c2cc3cc4c(cc3cn2)OCO4)c1	x	u	-9%
COc1ccccc1-n1nnnc1SCC(=O)Nc1oc(C)c2c(C)n[nH]c(=O)c12	1%	3%	-2%
COc1ccc(CC(=O)N(C)Cc2ccc(Cl)cc2)cc1S(=O)(=O)N1CCOCC1	-4%	-3%	-1%
Cc1cc(C(=O)Nc2ccc(Cl)cc2)on1	-2%	21%	-2%
CCOc1ccc(Nc2nc(C)c(NC(=O)c3cccc(F)c3)c(Nc3ccc(OCC)cc3)n2)cc1	x	-1%	-5%
Cc1nn(Cc2ccc(Cl)cc2Cl)c(C)c1NC(=O)NC12CC3CC(CC(C3)C1)C2	10%	2%	-10%
COc1ccccc1C(=O)Nc1nc2ccccc2[nH]1	-4%	-1%	-10%
Cc1ccc(NC(=S)N2CCN(c3ncccn3)CC2)c(C)c1	5%	5%	-9%
COc1ccccc1N1CCN(C(=O)C(=O)c2c[nH]c3ccccc23)CC1	-3%	u	-7%

Retrieved one by one from above, seven records:
mol	N370S GC	FEN1 inh	KAT2A inh
CC(=O)[C@@H]1[C@@H](C(=O)c2ccccc2)[C@]2(C(=O)Nc3ccccc32)[C@H]2C=Cc3cc(F)ccc3N12	-16%	-4%	-4%
COc1cccc(N2CCN(CC(=O)c3c(C)[nH]c4ccccc34)CC2)c1	x	-3%	-7%
COc1ccccc1-n1nnnc1SCC(=O)Nc1oc(C)c2c(C)n[nH]c(=O)c12	1%	3%	-2%
Cc1cc(C(=O)Nc2ccc(Cl)cc2)on1	-2%	21%	-2%
Cc1ccc(NC(=S)N2CCN(c3ncccn3)CC2)c(C)c1	5%	5%	-9%
Cc1ccc(S(=O)(=O)N(CCCN2CCCC2=O)Cc2cc3c(C)ccc(C)c3[nH]c2=O)cc1	-18%	5%	-14%
COc1ccccc1C(=O)Nc1nc2ccccc2[nH]1	-4%	-1%	-10%

The list continues:
mol	N370S GC	FEN1 inh	KAT2A inh
O=C(CN1C(=O)CC(c2ccco2)Sc2ccccc21)Nc1ccccc1F (centres undefined)	u	-7%	-6%
O=C(COc1ccc2c3c(c(=O)oc2c1)CCC3)Nc1ccccn1	-2%	-2%	u
COc1ccc(C2=Nc3ccc(F)cc3NC(c3cccc(C(F)(F)F)c3)=N2)cc1	x	11%	-1%
CC(CNC(=O)c1cccc(Br)c1)n1cncn1 (centres undefined)	-7%	0%	-9%
O=C1CC(=O)N(Cc2ccco2)C(=S)N1	-13%	35µM*	18µM*
COc1ccccc1CN(C)CC(=O)Nc1ccc(Cl)cc1F	-12%	2%	-7%
O=C(N1CCOCC1)N1CCN(CC(O)COc2ccc3ccccc3c2)CC1 (centres undefined)	-1%	-5%	-11%
Cc1nc(-c2cc(C#N)c(Sc3ccc(Cl)cc3Cl)nc2C)cs1	7%	-4%	-25%
O=C(O)C1CCN(C(=O)CSc2nc3cc(Cl)ccc3c(=O)n2Cc2ccccc2)CC1	4%	-13%	-2%
COc1ccc(OC)c(C2=Nn3c(nnc3C3CCCCC3)SC2)c1	29%	-14%	0%
CCCN1CNC(=S)N(c2cccc(C)c2)C1	2%	10%	0%
CCCCN(CC)CCCNC(=O)CC1Nc2ccccc2NC1=O (centres undefined)	2%	-13%	-10%
CCCCc1n[nH]c2c1/C(=N/OCC)CC(C)(C)C2	21%	-2%	-3%
CCc1ccc(S(=O)(=O)n2c(C)nc3ccccc32)cc1	-17%	-7%	4%
Cc1ccc(C(=O)N2c3ccc(F)cc3CCC2C)o1 (centres undefined)	2%	3%	1%
COc1ccc(C)cc1S(=O)(=O)Nc1ccc2c(c1)OCO2	3%	0%	-2%
COc1cc(NS(=O)(=O)c2ccc(NC(C)=O)cc2)cc(OC)c1	4%	-2%	-1%
Cc1ccc(-c2noc(CCCC(=O)NCc3ccco3)n2)cc1	x	20%	-9%

From PubChem
